# Assay outcomes (PubChem)
# KOR beta-arrestin-1 = KOR antagonists, beta-arrestin recruitment, cell-based, luminescence, uHTS (AID 1778). Kappa-type opioid receptor (Homo sapiens). KOR beta-arrestin recruitment, luminescence, antagonist mode; higher % means a stronger effect. one-dose inhibition, % at 10 µM; IC50 in µM for titrated hits. 290,000 compounds, 0.091% hits; note: strong numbers were not always called active
# Myeloid diff 2 = induction of myeloid progenitor differentiation, primary screen, cell-based, flow cytometry, MLPCN library; 360,000 compounds, 1% hits; ER-HoxA9 myeloid progenitors, lysozyme-GFP differentiation; calls only at 10 µM;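 active = normalized GFP-positive differentiation at or above the plate's own cutoff, the solvent-only control mean plus 3 SD; inconclusive = no clear call, values can overlap the other calls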;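 note: cells exposed to compound for four days before flow analysis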
# GPR35 antagonists = GPR35 antagonists blocking zaprinast-driven arrestin recruitment, primary screen, imaging, U2OS, beta-arrestin-GFP, zaprinast agonist (AID 2058); G-protein coupled receptor 35 (Homo sapiens); 290,000 compounds, 0.052% hits; one-dose inhibition, % at 10 µM; IC50 in µM for titrated hits; U2OS GPR35 beta-arrestin-GFP translocation imaging, zaprinast antagonism; higher % means a stronger effect;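 active = inhibition of at least 50% with at least 30 cells and total cytoplasm GFP at most 10,000,000; inconclusive = under 30 cells or total GFP of 10,000,000 plus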
# NOD1 NF-kB reporter = NOD1 signaling inhibitors, primary screen, cell-based, luminescence, uHTS (AID 1578) | NOD1-driven NF-kB luciferase reporter cells, luminescence; higher % means a stronger effect | one-dose inhibition, % at 4 µM; EC50 in µM for titrated hits | 290,000 compounds, 1% hits; in the data active = inhibition mostly above about 36%, no sharp cut-off; inactive = mostly below about 34%;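 note: HEK-293T reporter cells stimulated with the NOD1 agonist gamma-tri-DAP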
# HIV fusion peptide = inhibitors of HIV fusion peptide binding, primary screen, biochemical, uHTS, fluorescence dequenching (AID 1986); cell-free peptide binding, fluorescence dequenching, 30 min; higher % means a stronger effect; inhibition, % at 20 µM, or IC50 in µM where a hit was titrated; 290,000 compounds, 0.3% hits; in the data active = inhibition mostly above about 52%, no sharp cut-off; inactive = mostly below about 76%; note: some results filed as inactive read as strong as hits
# NOD2 inhibition = NOD2 signaling inhibitors, cell-based, luminescence, uHTS, HEK293 (AID 1566) | HEK293 NOD2/NF-kB luciferase reporter, luminescence; higher % means a stronger effect | inhibition, % at 4 µM, or EC50 in µM where a hit was titrated | 290,000 compounds, 0.63% hits; note: many of its hits are not listed in these tables
# GPR55 antagonists = GPR55 antagonists blocking LPI-driven arrestin recruitment, primary screen, imaging, U2OS, beta-arrestin-GFP, LPI agonist (AID 2013) | G-protein coupled receptor 55 (Homo sapiens) | U2OS GPR55 beta-arrestin-GFP translocation imaging, LPI antagonism; higher % means a stronger effect | inhibition, % at 10 µM, or IC50 in µM where a hit was titrated | 290,000 compounds, 0.13% hits;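 active = spots per cell inhibited over 60%, with over 100 cells counted and total cytoplasm intensity under 500,000; inconclusive = wells with under 100 cells, flagged as likely toxic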;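 note: U2OS cells stably carrying GPR55 and arrestin-GFP stimulated by 5 µM LPI near EC80; imaged beta-arrestin-GFP aggregate spots per cell after agonist stimulation; plate controls were LPI-stimulated DMSO wells for no effect and DMSO wells without LPI for full effect; some results filed as inactive read as strong as hits; confirmed hits need IC50 under 10 µM and bright autofluorescent wells are also inconclusive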
# KOR beta-arrestin-2 = KOR agonists, beta-arrestin recruitment, primary screen, cell-based, luminescence, uHTS (AID 1777). Kappa-type opioid receptor (Homo sapiens). KOR beta-arrestin recruitment, luminescence; higher % means a stronger effect. one-dose activation, % at 10 µM; EC50 in µM for titrated hits. 280,000 compounds, 0.02% hits; in the data active = activation above about 50%, passing the limit was not always enough; note: a part of the inactive calls stands beside numbers as strong as those of hits
# GPR55 beta-arrestin = GPR55 agonists via beta-arrestin recruitment, primary screen, imaging, U2OS cells, beta-arrestin-GFP redistribution (AID 1961) | U2OS GPR55 beta-arrestin-GFP redistribution imaging; higher % means a stronger effect | one-dose activation, % at 10 µM; EC50 in µM for titrated hits | 290,000 compounds, 0.048% hits;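 active = activation above 40% with more than 50 cells counted in the well; inconclusive = wells holding fewer than 50 cells, flagged as toxic or sparse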;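 note: U2OS osteosarcoma cells stably expressing GPR55 and beta-arrestin-GFP; plate controls were DMSO negative control for no effect and LPI positive control for full effect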
# Myeloid diff 2 GFP+ MAC1+ % = further read-out of Myeloid diff 2, marked with its call; GFP+ MAC1+ double positive, %; measured here: differentiation confirmed by MAC1 staining
# Numbers without * were called inactive; i = inactive; u = inconclusive; x = not tested or not shown; + = active, no number; [ ] = dose if it differs, or a comment. Cut-off read from the data, not from the text of the source, unless noted: active = inhibition above about 50%; inactive = the rest. Only part of the results is shown (hit frequency here may not be typical).
# Results follow in this order: KOR beta-arrestin-1	Myeloid diff 2	Myeloid diff 2 GFP+ MAC1+ %	GPR35 antagonists	NOD1 NF-kB reporter	HIV fusion peptide	NOD2 inhibition	GPR55 antagonists	KOR beta-arrestin-2	GPR55 beta-arrestin
> Cc1ccc(Cn2nnnc2CN2CCC(O)(c3cccnc3)CC2)cc1
  -17%[20 µM]	i	0.8	14%	-18%	1.5%	16%	-3%	x	-0.1%
> COc1ccc(-c2cc(CNS(=O)(=O)c3cc(OC)ccc3OC)on2)cc1
  -33%	i	1.6	-5%	10%	1.2%	5%	-1%	8.6%	-0.1%
> O=C(N[C@@H](CO)C(=O)NCc1ccccc1)c1ccc(C(F)(F)F)cc1
  22%[20 µM]	i	0.9	2%	11%	2.7%	2%	-3%	-1.6%	-0.3%
> O=C(NCc1ccco1)Nc1cccs1
  -8%	i	0.9	11%	15%	4.0%	14%	1%	-0.4%	0.3%
> CCCCC(CC)CNC(=O)CCCCn1c(=O)[nH]c2ccsc2c1=O (stereo unspecified)
  -11%	i	0.2	10%	-19%	0.5%	0%	6%	1.3%	0.5%
> CC1CCCCC1NC(=O)COC(=O)c1ccc(S(=O)(=O)NCc2ccco2)cc1 (stereo unspecified)
  -5%	i	1.1	18%	-28%	-0.7%	-3%	1%	0.5%	0.2%
> CN(C)c1ccc(C(=O)Nc2nc3c(s2)CCCC3)cc1
  -3%	i	2.1	0%	26%	-2.0%	-76%	-5%	2.2%	0.6%
> O=C(CSc1ccc2c(c1)OCCO2)NC(=O)Cc1ccccc1
  19%	i	0.3	10%	-9%	0.6%	10%	9%	1.0%	0.1%
> CCOC(=O)c1c(C)nc(C)c(C(=O)OCC)c1-c1cccnc1
  32%	i	0.9	-6%	-8%	0.0%	8%	5%	-26%	-0.1%
> O=S(=O)(NC1CCCCC1)c1ccc(S(=O)(=O)N2CCN3CCCC3C2)cc1 (stereo unspecified)
  13%	i	3.3	11%	-2%	0.4%	2%	20%	-5.8%	-0.2%
> CCOc1ccc(C(=O)n2cc(C(=O)OC)c3ccccc32)cc1
  -66%	i	0.3	-3%	1%	1.9%	9%	-5%	2.5%	0.7%
> Cc1ccc(N2CN=c3s/c(=C\c4ccccn4)c(=O)n3C2)cc1
  2%	i	1.9	-2%	-21%	4.2%	11%	6%	1.3%	-0.2%
> N#CC1=C(SCC(N)=O)NC(=O)CC1c1ccccc1Cl (stereo unspecified)
  -16%	i	1.6	17%	-7%	1.7%	13%	-8%	-6.1%	-0.1%
> Cc1cnnc2c1-c1nonc1CC2
  0%	i	1.2	-14%	-4%	-1.3%	8%	-7%	2.6%	-0.2%
> CCC(=O)c1cn(CC(=O)Nc2ccccc2Cl)c2ccccc12
  -13%[20 µM]	+	2.9*	-5%	61%	0.9%	-3%	u	0.7%	-0.2%
> COc1ccc(C)cc1N(CC(=O)Nc1ccc(S(=O)(=O)N2CCOCC2)cc1)S(C)(=O)=O
  10%	i	0.3	1%	-20%	-1.9%	2%	-14%	-2.9%	0.2%
> CCOC(=O)c1c(-c2cccs2)csc1NC(=O)c1ccncc1
  -6%	i	0.6	-4%	-7%	-4.0%	17%	-6%	3.0%	-0.1%
> OCCCc1nc2ccccc2n1CCc1ccccc1
  22%	i	5.8	-17%	-27%	-1.5%	9%	-2%	-3.2%	-0.1%
> Cc1ccc(C2NC(=S)NC3=C2C(=O)CCC3)cc1 (stereo unspecified)
  12%	i	0.7	13%	-16%	1.0%	9%	5%	-4.2%	0.6%
> O=C(Nc1ccc(Br)cn1)c1ccc2ccccc2c1
  -108%[20 µM]	i	0.6	3%	-89%	0.6%	-155%	5%	1.2%	-0.2%
> COc1ccccc1N1C[C@@H]2C[C@@H](c3ccco3)N3CCC[C@@]23C1=O
  -2%	i	0.2	5%	-10%	0.5%	1%	6%	-2.3%	-0.2%
> C/C(=N\Nc1ccc(F)cc1)c1ccc(N2CCOCC2)c(F)c1
  17%	i	0.0	4%	6%	2.5%	10%	4%	-3.0%	-0.2%
> O=Nc1[nH]c(=O)c(/C=C(\O)c2ccccc2)nc1NO
  -9%	i	1.7	-4%	6%	-4.2%	5%	-14%	-7.6%	0.0%
> O=C(C[n+]1cccc(CNC(=O)c2ccc(OC(F)F)cc2)c1)Nc1cc(C(F)(F)F)ccc1Cl
  -5%	i	0.3	9%	17%	-2.8%	27%	9%	-1.7%	0.2%
> Cc1ccc2nc(NCCCO)nc(-c3ccccc3)c2c1
  -10%	i	0.7	5%	9%	4.6%	15%	-7%	-1.2%	-0.1%
> CCCn1c(SCC(=O)NC(=O)NCc2ccco2)n[nH]c1=O
  28%	x	x	23%	-7%	16%	0%	5%	-0.2%	0.0%
> O=C(CSc1nc2ccc(NC(=O)CSc3nnnn3-c3ccccc3)cc2s1)Nc1ccccc1
  0%	i	1.5	0%	-2%	-2.0%	14%	-7%	-0.4%	0.1%
> CC1=CSC2=NS(=O)(=O)CCN12
  10%	i	0.2	8%	-3%	-2.2%	18%	-1%	0.8%	0.3%
> O=C(CCn1c(=O)c2ccccc2n(CC(=O)N2CCN(c3ccccc3)CC2)c1=O)NCc1ccco1
  3%	i	0.3	5%	-15%	0.3%	4%	8%	-1.3%	-0.2%
> CCCc1[nH]n(-c2ccc([N+](=O)[O-])cc2)c(=O)c1C=NCCc1ccc(OC)c(OC)c1
  -103%[20 µM]	i	0.0	8%	-13%	-1.3%	-19%	14%	x	-0.1%
> CCC(C)c1ccc(OCc2ccc(C(=O)O)o2)cc1 (stereo unspecified)
  -11%	i	0.2	-2%	3%	1.0%	-168%	-1%	-4.1%	0.5%
> CCCCN(C)CCNC(=O)C1CCN(S(=O)(=O)c2cccc3nsnc23)CC1
  7%	i	0.5	-8%	-6%	-0.6%	-9%	5%	-6.0%	-0.1%
> Cc1ccc(NC(=O)CCC(=O)NNC(=O)c2ccccc2Cl)c(C)c1
  15%	i	0.8	5%	6%	-2.1%	10%	11%	-2.0%	0.9%
> O=S(=O)(Nc1cccc2c1CCCC2)c1ccc(Cl)cc1
  -16%	i	0.5	-14%	-14%	0.0%	10%	2%	1.8%	0.0%
> Cc1ccccc1NC(=O)CN1C(=O)COc2ccc(S(=O)(=O)N3CCCC3)cc21
  -34%	i	0.8	-7%	-23%	-0.6%	-12%	10%	0.7%	-0.3%
> O=C(CCCn1nnc(-c2cccnc2)n1)c1ccc(F)cc1
  -6%	i	4.4	2%	10%	2.7%	22%	-2%	-2.8%	1.0%
> O=C(c1cccc(Cl)c1)c1nn(-c2ccccc2)c(=O)cc1C(F)(F)F
  -11%	i	0.0	9%	34%	1.2%	21%	7%	0.5%	0.5%
> CC(C)c1nc(SCC(=O)Nc2nc3c(s2)CCCC3)c2ccccc2n1
  23%	i	16	16%	x	-1.1%	x	-16%	-3.3%	-0.4%
> CCc1cccc(CC)c1NC(=O)CSc1nnc(C2CC2)n1C
  -15%	x	x	7%	-11%	-0.3%	-16%	9%	0.3%	-0.2%
> CCCNC(=O)c1ccccc1NS(=O)(=O)c1ccc2c(c1)OCCO2
  17%	i	1.0	13%	-2%	-1.0%	9%	12%	-1.2%	-0.1%
> CCC1CCCCN1C(=O)c1cc(COc2ccc(-n3cncn3)cc2)on1 (stereo unspecified)
  -3%	i	1.1	-3%	4%	2.7%	21%	14%	1.5%	-0.1%
> CCN1CCN(C(=O)C2CCN(Cc3cc(Cl)ccc3O)CC2)CC1
  -16%	i	0.5	4%	2%	1.9%	21%	10%	1.7%	-0.1%
> CCCC(C)NC(=O)c1cc(C(=O)OC)cc([N+](=O)[O-])c1 (stereo unspecified)
  8%	i	2.2	-5%	-10%	1.6%	19%	5%	7.7%	-0.3%
> O=S(=O)(c1ccccc1)c1nc(-c2ccco2)oc1NCCCn1ccnc1
  20%	i	1.8	18%	x	-2.0%	-1%	-9%	-1.1%	-0.2%
> CCC(C)[C@H](N)c1nnc(SCC(=O)Nc2cccc(Cl)c2)o1 (stereo partly specified)
  6%	i	2.2	17%	9%	2.6%	6%	6%	-1.5%	-0.3%
> Cc1cccc(C)c1NC(=O)CCCSc1nnc(N)s1
  -18%	i	0.6	-2%	-50%	0.3%	-10%	2%	4.2%	-0.2%
> Cc1ccc(C)c(NC(=O)CCN2CCN(CCO)CC2)c1
  19%[20 µM]	i	0.8	-10%	-28%	2.1%	-4%	5%	-2.7%	-0.2%
> CC(C)(C)NS(=O)(=O)c1ccc(CCC(=O)NCc2cccnc2)cc1
  22%	i	4.5	10%	-9%	-3.6%	7%	10%	-2.9%	-0.1%
> COc1ccc(-c2noc(CN(C(=O)c3c(-c4ccccc4Cl)noc3C)C(C)C)n2)cc1
  8%	i	0.9	-8%	19%	-1.9%	2%	16%	-0.5%	-0.2%
> CCSc1nnc(NC(NC(C)=O)(C(F)(F)F)C(F)(F)F)s1
  11%	i	0.6	8%	-14%	1.3%	6%	1%	1.0%	0.1%

# The list continues:
# Results follow in this order: KOR beta-arrestin-1	Myeloid diff 2	Myeloid diff 2 GFP+ MAC1+ %	GPR35 antagonists	NOD1 NF-kB reporter	HIV fusion peptide	NOD2 inhibition	GPR55 antagonists	KOR beta-arrestin-2	GPR55 beta-arrestin
> COC(=O)c1ccc(COc2cccnc2[N+](=O)[O-])cc1
  -18%	x	x	9%	-5%	0.9%	-6%	-4%	-2.7%	-0.4%
> C#CCOCCOCCOCCNc1nc(N2CCN(C(=O)[C@H](CCCCN)n3cc(C(N)CO)nn3)CC2)nc(N2CCN(C(=O)[C@H](CCC(=O)O)n3cc(C(N)CC(C)C)nn3)CC2)n1 (stereo partly specified)
  -14%	x	x	-2%	5%	-0.8%	3%	1%	9.1%	-0.1%
> COc1cccc(C(=O)NCC(=O)NCc2cc(=O)n(C)c(=O)n2C)c1OC
  -14%	i	4.1	-5%	-20%	0.2%	-5%	-15%	-4.4%	-0.2%
> O=C(Nc1nc2ccsc2c(=O)s1)C1CCC1
  32%	i	0.4	4%	-15%	-1.1%	-31%	7%	0.5%	0.0%
> O=C(CNC(=O)c1ccc2ccccc2c1)OCC(=O)N1CCN(S(=O)(=O)c2ccc3ccccc3c2)CC1
  -24%	i	0.2	-5%	-7%	-1.5%	4%	6%	-0.2%	0.8%
> Cc1cc2c(c(=O)n1Cc1ccco1)C(c1cccnc1)C(C#N)=C(N)O2 (stereo unspecified)
  39%	i	2.8	4%	16%	-3.7%	-9%	-2%	-0.2%	-0.3%
